12-LOX inh: Primary qHTS assay for inhibitors of human arachidonate 12S-lipoxygenase (ALOX12): Round 2. Potency, µM (highest dose often 108 µM), for inactives: top-dose activity change, negative = inhibition, hits mostly inhibitors. purified 12hLO, xylenol orange hydroperoxide absorbance. AID 1671190, 2021. hit rate 1.1% among 580,000. Polyunsaturated fatty acid lipoxygenase ALOX12 (Homo sapiens), P18054; active = well fitted inhibition curve with a large enough effect; inconclusive = small, poorly fitted or top-dose-only effect, or another doubt; inactive = no such curve, though single readings can be large or run the other way
Target sequence (P18054 whole entry, looked up): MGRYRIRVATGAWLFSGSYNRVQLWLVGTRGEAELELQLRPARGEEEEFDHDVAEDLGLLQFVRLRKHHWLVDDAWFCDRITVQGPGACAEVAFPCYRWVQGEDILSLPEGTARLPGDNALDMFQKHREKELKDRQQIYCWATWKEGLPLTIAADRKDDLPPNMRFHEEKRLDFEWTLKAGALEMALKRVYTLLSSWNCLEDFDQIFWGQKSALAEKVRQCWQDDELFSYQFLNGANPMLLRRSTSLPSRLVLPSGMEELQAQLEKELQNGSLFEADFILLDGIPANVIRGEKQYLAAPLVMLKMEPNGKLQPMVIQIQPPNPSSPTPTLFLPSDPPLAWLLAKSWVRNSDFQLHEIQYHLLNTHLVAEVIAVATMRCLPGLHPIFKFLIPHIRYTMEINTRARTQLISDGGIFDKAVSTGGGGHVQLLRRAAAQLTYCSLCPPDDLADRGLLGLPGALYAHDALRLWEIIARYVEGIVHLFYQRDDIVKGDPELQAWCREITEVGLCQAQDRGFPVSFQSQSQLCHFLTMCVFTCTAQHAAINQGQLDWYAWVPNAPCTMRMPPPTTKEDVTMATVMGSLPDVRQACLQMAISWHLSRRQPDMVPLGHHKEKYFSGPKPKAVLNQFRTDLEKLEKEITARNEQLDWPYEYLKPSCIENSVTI
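Hydroperoxide product was detected by ferrous iron/xylenol orange as the 573 to 405 nm absorbance ratio. Arachidonic acid at 40 uM (final) was turned over for 30 min at room temperature by 150 nM human 12hLO, pH 7.0 Hepes buffer, after 15 min compound preincubation.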
An asterisk follows results filed as active; ? = inconclusive; [ ] = dose if it differs, or a comment. % is scaled to controls: 0 for no effect and ±100 for the full control effect; potency is read from the fitted curve at half-maximal effect.

The first 19 entries, ahead of the listing:
SMILES	12-LOX inh
O=C(CSc1nc(-c2ccccc2)cc(=O)[nH]1)Nc1ccc(Cl)c(C(F)(F)F)c1	0%
Cc1noc(C)c1C(=O)N1Cc2ccccc2CC2(CCCCN2C)C1 (configuration not stated)	13%[6.33 µM]
O=C(Nc1ccccc1)N1CCC2(CC1)CC(N1CCOCC1)CCO2 (configuration not stated)	-5%
COC(=O)/C=C/C(=O)Nc1cc(Cl)ccc1O	?
Cc1cc(CNC(=O)[C@@H]2CCC[C@@H](NC(=O)c3ccccc3)CN(C)C(=O)C2)no1	93%[activator][176 µM]
COC[C@H]1CCCN1C(=O)C[C@@H]1O[C@H](CNC(=O)c2ccco2)[C@@H](O)[C@H]1O	?
CCC1Oc2ccc(NC(=O)Nc3cccc(OC)c3)cc2CN(Cc2ccc3c(c2)OCO3)C1=O (configuration not stated)	1%
COc1ccc(F)cc1C(=O)/C=C/c1ccc(C(=O)O)cc1	-1%
O=C(COC(=O)c1ccc(Br)c([N+](=O)[O-])c1)c1ccc(Br)cc1	-47%
CCOc1ccccc1C(=O)N1CCC(CC(=O)NCc2ccccc2)C1 (configuration not stated)	41%[activator]
CSC1=N/C(=C\c2cccc(Cl)c2)C(=O)S1	?
O=C(CN1Cc2nc(OCC3CC3)ccc2OCC1=O)N1CCCC1	5%[176 µM]
CCc1cc2c(C)cc(=O)oc2cc1OCC(=O)c1ccccc1	5%
COCCC(=O)N1CCCCCC1c1nnc(-c2ccccc2)o1 (configuration not stated)	50%[activator]
CC(=O)N1C[C@@H](C(=O)NCc2ccc3c(c2)OCO3)[C@H](c2nc(C)no2)C1	55%[activator]
COc1cc(/C=C2\Oc3cc(OS(=O)(=O)c4ccc(C)cc4)ccc3C2=O)cc(OC)c1OC	-20%
COc1ccc(NC(=O)Cn2c(=O)c(-c3noc(C)n3)c3n(c2=O)CCCC3)cc1Cl	-2%
Cc1cnc(C(=O)N2CCC3(CC2)CC(N2CCN(c4ccccn4)CC2)CCO3)cn1 (configuration not stated)	12%
Cc1ccc(COc2ccc3ccccc3c2CNCC(O)c2ccccc2)cc1 (configuration not stated)	?

Results, previewed entries included:
SMILES	12-LOX inh
O=C(CSc1nc(-c2ccccc2)cc(=O)[nH]1)Nc1ccc(Cl)c(C(F)(F)F)c1	0%
Cc1noc(C)c1C(=O)N1Cc2ccccc2CC2(CCCCN2C)C1 (configuration not stated)	13%[6.33 µM]
O=C(Nc1ccccc1)N1CCC2(CC1)CC(N1CCOCC1)CCO2 (configuration not stated)	-5%
COC(=O)/C=C/C(=O)Nc1cc(Cl)ccc1O	?
Cc1cc(CNC(=O)[C@@H]2CCC[C@@H](NC(=O)c3ccccc3)CN(C)C(=O)C2)no1	93%[activator][176 µM]
COC[C@H]1CCCN1C(=O)C[C@@H]1O[C@H](CNC(=O)c2ccco2)[C@@H](O)[C@H]1O	?
CCC1Oc2ccc(NC(=O)Nc3cccc(OC)c3)cc2CN(Cc2ccc3c(c2)OCO3)C1=O (configuration not stated)	1%
COc1ccc(F)cc1C(=O)/C=C/c1ccc(C(=O)O)cc1	-1%
O=C(COC(=O)c1ccc(Br)c([N+](=O)[O-])c1)c1ccc(Br)cc1	-47%
CCOc1ccccc1C(=O)N1CCC(CC(=O)NCc2ccccc2)C1 (configuration not stated)	41%[activator]
CSC1=N/C(=C\c2cccc(Cl)c2)C(=O)S1	?
O=C(CN1Cc2nc(OCC3CC3)ccc2OCC1=O)N1CCCC1	5%[176 µM]

Already shown: 2 of the compounds above.
SMILES	12-LOX inh
CCOc1ccccc1C(=O)N1CCC(CC(=O)NCc2ccccc2)C1 (configuration not stated)	41%[activator]
CSC1=N/C(=C\c2cccc(Cl)c2)C(=O)S1	?

Continuation:
SMILES	12-LOX inh
CCc1cc2c(C)cc(=O)oc2cc1OCC(=O)c1ccccc1	5%
COCCC(=O)N1CCCCCC1c1nnc(-c2ccccc2)o1 (configuration not stated)	50%[activator]
CC(=O)N1C[C@@H](C(=O)NCc2ccc3c(c2)OCO3)[C@H](c2nc(C)no2)C1	55%[activator]
COc1cc(/C=C2\Oc3cc(OS(=O)(=O)c4ccc(C)cc4)ccc3C2=O)cc(OC)c1OC	-20%
COc1ccc(NC(=O)Cn2c(=O)c(-c3noc(C)n3)c3n(c2=O)CCCC3)cc1Cl	-2%
Cc1cnc(C(=O)N2CCC3(CC2)CC(N2CCN(c4ccccn4)CC2)CCO3)cn1 (configuration not stated)	12%
Cc1ccc(COc2ccc3ccccc3c2CNCC(O)c2ccccc2)cc1 (configuration not stated)	?
O=C(c1ccc(F)cc1)N1CCc2nc(C3CC3)nc(-c3ccc(Cl)cc3)c2C1	?
CC(C)CCn1nc(C(=O)OC(C)C(=O)N2CCCc3ccccc32)c2ccccc2c1=O (configuration not stated)	-9%
COc1cc(F)ccc1-c1ccnc2ncnn12	6%
O=C(NCCN1CCOCC1)c1cnn(-c2nccc(-c3ccccc3F)n2)c1C1CC1	1%
CNC(=O)c1ccc2ccnn2c1	6%[176 µM]
O=C(CCc1ncc(-c2ccccc2Cl)o1)Nc1ccccc1	-3%
COc1ccc(C(NC(=O)Cc2cccs2)C(=O)Nc2ccc3c(c2)OCO3)cc1 (configuration not stated)	-23%
Cc1ccc(Cl)cc1NC(=S)NCCSc1ccccc1	-95%
Cc1ccccc1/C=C(\C#N)c1nc2ccccc2[nH]1	?
CCN(C(=O)c1csc(-c2ccco2)n1)C1CC1	?
O=C1CCCCCN1C1CCN(Cc2ccccn2)CC1	35%[activator][176 µM]
CC(C)NC(=O)c1nnc2n1CCN(C(=O)C1(c3ccc(Cl)cc3)CCCC1)C2	-2%
O=C(NC1CC1)c1ccc(NS(=O)(=O)c2ccccc2C(F)(F)F)cc1	?
COC(=O)C1=C(CN2CCN(c3ccccn3)CC2)NC(=O)NC1c1cccc(OC)c1 (configuration not stated)	29%
Cc1ccc(CN2CCC3(CC2)COCCN3C(=O)OCc2ccccc2)o1	8%[176 µM]
O=C(CCCc1nc2ccccc2s1)NC1CCC2CCCCC2C1 (configuration not stated)	-65%
CCCSc1nc2c(c(=O)[nH]c(=O)n2C)n1Cc1ccccc1Cl	?
COCCn1c(=O)cnc2cnc(OCc3ccccc3)nc21	0%
O=C(c1cc(-c2ccccc2)n[nH]1)N1CCN(c2ncccn2)CC1	23%
COCCCNc1oc(-c2ccc(S(=O)(=O)N3CCCCCC3)cc2)nc1C#N	-3%
COc1ccc(-c2ocnc2C(=O)NCc2cc(OC)ccc2OC)cc1	?
COc1cc(NC(=O)Cn2c(-c3ccccc3)nc(C)c(CCO)c2=O)cc(OC)c1OC	2%
CC(C)(C)NC(=O)C1C(c2ccc(C(F)(F)F)cc2)=Nc2ccccc2N1C(=O)c1cccc2ccccc12 (configuration not stated)	-12%
Cc1cnc(C(=O)N[C@@H]2CCC[C@@H]2C(=O)NCc2ccc3c(c2)OCO3)cn1	14%
COc1ccc2cc(S(=O)(=O)c3ccc(Cl)c(Cl)c3)c(=O)oc2c1	6%
CN1CC(=O)N2C(Cc3c([nH]c4ccccc34)[C@H]2c2ccc3c(c2)OCO3)C1=O (some centres not stated)	?
CCCc1nc(N2CCN(CC(=O)N3CCOCC3)CC2)c(C#N)c2c1CCC2	3%
C=CCCCCCCCCCCCC	5%[176 µM]
Cc1ccc(NC(=O)N2CCC(OC3CCN(S(C)(=O)=O)CC3)CC2)cc1	23%
CC(C)N1CCC[C@H]1c1nc(-c2ccc(N3CCN(C)CC3)nc2)no1	26%[176 µM]
O=C1NC(=NC2CCCCC2)C2(CCN(Cc3ccsc3)CC2)N1c1cccnc1	-1%[6.33 µM]
COc1ccc(Cn2c(=O)c3ccccc3n3c(-c4cccc(OC)c4O)nnc23)cc1	?
COc1cccc(CCC(=O)N2CCCC(c3[nH]ccc3C(N)=O)C2)c1 (configuration not stated)	13%
Cn1nc(C2CCCN2)c2c(C(=O)NC3CC3)cc(C3CC3)nc21 (configuration not stated)	4%[6.33 µM]
CN(C)C(=O)c1ccnc(-c2nnc3ccc(NCCN4CCOCC4)nn23)c1	45%[activator][176 µM]
COC(=O)[C@]12C[C@H](CC(=O)N3CCCCC3)C(=O)N(CCC3=CCCCC3)C1=C[C@H](C(C)(C)C)O[C@@H]2C	-22%
O=C(c1ccc(F)c(Cl)c1)N1CCC2(CC1)N=C(c1ccccc1)NO2	-14%
O=c1[nH][nH]c2c1[C@@H](c1ccc(F)cc1)O[C@H](CCc1ccccc1)C2	2%
CNC(=O)[C@@H]1CN(C(=O)c2cccn2C)C[C@H]1COC	-2%
CC(=O)N1CCN(C(=O)C[C@@H]2C[C@@H](C(C)C)[C@H](CNC(=O)c3cncnc3)C=C2C)CC1	-3%
CC1CCC2(CCc3cc4c5c(c(=O)oc4cc3O2)CCC5)CC1 (configuration not stated)	?
O=C(NCc1cccc(F)c1)c1cccnc1N1CC2CC(C1)[C@H]1CCCC(=O)N1C2 (some centres not stated)	23%
ClC12CC3CC(C1)CC(CN=Cc1cccs1)(C3)C2	-2%
COc1ccc(/C(C)=C(/C#N)c2nc3ccccc3[nH]2)cc1OC	-1%
CCOC(=O)C(N)C(O)c1ccccc1 (configuration not stated)	?
COc1ccc(-c2cc3c(=O)n(CCNC(=O)c4ccco4)ccn3n2)cc1	39%[activator]
CC(C)N1C[C@H](O)C[C@H]1c1nnc2n1CCN(C(=O)c1ccsc1)CC2	27%
O=C(c1ccc(F)cc1)N(Cc1ccco1)C1CC1	-35%
CC(C)c1ccc(CN2C(=O)C(n3ccc4ccccc43)c3cccc(F)c32)cc1 (configuration not stated)	?
COc1ccc2c(c1)CN(CC1CCCCC1)CC[C@H]1COC(=O)N21	16%[176 µM]
O=C(CCNC(=O)N1CCN(C(=O)c2cc3ccccc3[nH]2)CC1)NC1CC1	9%
Cc1ccccc1N1CCN(C2CCCN(C/C=C/c3ccc(F)cc3)C2)CC1 (configuration not stated)	39%[activator]
CN(Cc1cccc(Cl)c1Cl)S(=O)(=O)c1cn(C)c(=O)n(C)c1=O	-3%
The list goes on.
SMILES	12-LOX inh
Cc1ccc(NC(=O)N2CCc3c(C(=O)NCCc4ccccn4)cccc32)cc1	31%[activator]
O=C1NC(Cc2cnc[nH]2)C(=O)N2CCCC12 (configuration not stated)	-8%
C=C(C)COc1cccc(NC(=O)c2ccccc2)c1	5%
CC(=O)Oc1ccc2c(-c3cc4ccccc4oc3=O)cc(=O)oc2c1	?
COc1ccc2ccc(OCc3nc(C(=O)N4CCCC(C(N)=O)C4)co3)cc2c1 (configuration not stated)	39%
CC(C)CCn1c(N2CCC(C(N)=O)CC2)nc2c1c(=O)n(C)c(=O)n2C	26%
CC(C)C[C@H]1CN([C@@H](Cc2ccccc2)CN2CCC[C@H]2CN2C(=O)C(=O)NC[C@@H]2Cc2ccccc2)C(=O)C(=O)N1CC1CCCCCC1	-11%
Cc1nnnn1CCC(=O)Nc1nn(C)c2cccc(Oc3cccnc3)c12	2%
O=S(=O)(Nc1nc2ccccc2nc1Nc1ccccc1Cl)c1cccs1	-22%
O=C(CCc1ncc(-c2ccccc2F)o1)N1CCSCC1	24%
CCc1noc(CC2CCOC3(CCN(S(=O)(=O)c4ccc(Cl)cc4)CC3)C2)n1 (configuration not stated)	11%
C#CCN(C)C(=O)[C@@H](C)C1CC[C@@]2(C)Cc3sc(NC(=O)C4CC4)nc3[C@@H](C)[C@@H]2[C@H]1O (some centres not stated)	112µM*
COc1cc(OC)c2c(C)c(CC(=O)N3CCC(O)(c4ccc(Cl)cc4)CC3)c(=O)oc2c1	-10%
CCCN(CC1CCOC1)C(=O)Nc1ccccc1OCC (configuration not stated)	45%[activator]
CCOc1ccc(CCN2C(=O)C(=O)N([C@@H](CC(C)C)CN3CCC[C@H]3CN3C(=O)C(=O)NC[C@@H]3CC(C)C)C[C@@H]2Cc2ccc(O)cc2)cc1	-18%
CN(Cc1cccnc1)c1nc2c(c(=O)[nH]1)CCN(Cc1ccc(C(F)(F)F)cc1)CC2	44%[activator]
C[C@]1(CO)[C@H]2Cc3sc(NC(=O)c4c(F)cccc4F)nc3[C@@H](CC(=O)NC3CCCC3)[C@]2(C)CC[C@H]1O	7%
Cc1c2cnn(-c3ccccc3)c(=O)c2c(C)n1CCCC(=O)NCc1cccc(Cl)c1	-5%
O=S(Cc1ccccc1)Cc1ccc(F)cc1 (configuration not stated)	2%
CC(C)n1cnnc1-c1nn(C)c2c1CN(C(=O)CCc1c[nH]c3ccccc13)CC2	0%
CCOc1ccc2c(=O)c(Oc3ccc(C(=O)OC)cc3)c(C)oc2c1	26%
Cc1onc(-c2cnn(C)c2NCc2ccc(C#N)cc2)c1C(=O)Nc1ccccc1	?
CCN(CC)C(=O)c1coc(COc2ccc3c(c2)C(c2cccc(F)c2)N(C(=O)C(C)C)CC3)n1 (configuration not stated)	5%
O=C(CN1C(=O)NC(c2ccc(Cl)cc2)C2=C1COC2=O)Nc1ccc2c(c1)OCCO2 (configuration not stated)	?
Cc1noc(C)c1-c1nccc2c(=O)cc(N3CCOCC3)oc12	14%[176 µM]
COc1ccc(OCc2nc(C3CN(C(=O)CCCc4ccccc4)C3)no2)cc1	21%
O=S(=O)(c1ccccc1)N1CC(c2noc(C3CCCN3CC3CC3)n2)C1 (configuration not stated)	2%
CN1CCC(N2CC[C@@H]3[C@H]2C(=O)NC[C@H](CCC(=O)NCc2ccco2)N3C)CC1	31%[activator][176 µM]
Fc1ccc(CNC2(Cc3cc(-c4ccc(F)cc4)on3)COC2)cc1	12%[176 µM]
CCCCCn1c(Sc2ccc(C)cc2)nc2c1c(=O)[nH]c(=O)n2C	-16%
Cc1ccccc1C(=O)N1CCC(C(=O)NCC(F)(F)F)CC1	8%
c1ccc(Nc2nc(-c3cccc4ccccc34)cs2)cc1	-23%
CC(C)CCN1C(=O)CSCC1(C)C(=O)NC(C)C (configuration not stated)	-1%
COc1cc(NC(=O)CN2C(=O)NC3(CCCCC3)C2=O)cc(OC)c1OC	4%
COc1ccc(Oc2ncc3nc(-c4ccc(F)cc4)c(=O)n(Cc4cccs4)c3n2)cc1	0%
NCCc1cccc(CN2CCCC(COc3ccccc3F)C2)c1 (configuration not stated)	54%[activator]

High-throughput results from PubChem.

An excerpt; rates above refer to the full screens.
